Screening data (PubChem)
Pf Dd2 inh – blocks in vitro growth of P. falciparum Dd2; P. falciparum Dd2 growth, SYBR Green, 72 h; Potency, µM (series often up to 28.9 µM), for inactives: top-dose activity, negative = inhibition, most hits filed as inhibitors; 120,000 compounds, 4.3% hits; active = well fitted inhibition curve with a large enough effect; inconclusive = small, poorly fitted or top-dose-only effect; inactive = no such curve, though single readings can be large or run the other way;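 also: plate controls were DMSO vehicle for no effect and reference drug for full effect; nearly all actives have a fitted effect of over 65% in size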
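Infected erythrocytes (Dd2, 0.3% parasitemia, 2.5% hematocrit final) are added to compound in RPMI-1640/Albumax II medium, grown 72 h at 37C in low oxygen, then lysed with saponin/Triton-X containing SYBR Green and read by fluorescence.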
* hit, by the source's call; i = inactive; ? = inconclusive; [ ] = another dose, or the depositor's remark. Potency is read from the fitted curve at half-maximal effect. An excerpt. The share of hits here may be higher or lower than overall.

SMILES	Pf Dd2 inh
CCOC(=O)c1cnc(NCc2ccc(OC)cc2OC)c2ccccc12	?
CC(C)C1CN(C(=O)c2ccc(F)cn2)CCC(=O)N1Cc1ccc(F)cc1 (stereo not given)	10.4%
COc1ccc(C2Cn3nnc(-c4noc(C5CCCCC5)n4)c3CO2)cc1 (stereo not given)	-0.9%
Cc1ccccc1C(=O)N1CCc2nc(-c3ccccc3)nc(-c3ccc(Cl)cc3)c2C1	?
COC(=O)Cn1nc2n(c1=O)CCN(Cc1ccccc1C)C2=O	-4.1%
Cc1nc(N2CCC(C(=O)NCc3ccccc3Cl)CC2)cc(C(F)(F)F)n1	-8.2%
O=C(c1nccc2ccccc12)N1CCc2c(nc(-c3ccccc3)[nH]c2=O)C1	?
CCn1cc(CN2CCN(C(=O)c3ccco3)CC2)ccc1=O	18.4%
CN(C)C1CCN(C(=O)C2(N(C)CCc3ccccc3)Cc3ccccc3C2)C1 (stereo not given)	5.01µM*
Cc1ccc(C)c(C(=O)N2CCC(Oc3nccnc3N(C)C)C2)c1 (stereo not given)	?
N#Cc1cccc(-c2cn3c(n2)N(C(=O)c2ccsc2)CCC3)c1	-17.0%
COc1cccc(CN2CCNC(=O)C2CC(=O)NCc2ccon2)c1OC (stereo not given)	7.2%
CNC(=O)[C@@H]1C[C@H](Oc2cccnc2)CN1C(=O)c1ccc(OC)cc1OC	1.8%
Cc1ccsc1CN(C(=O)c1ccc(Br)cc1)C1CCS(=O)(=O)C1 (stereo not given)	7.7%
CCOC(=O)c1ccc(NC(=O)Cn2cc(S(=O)(=O)Cc3ccccc3F)c3ccccc32)cc1	?
COc1ccc(C(=O)Nc2cccc(-c3nnc4n3CCCC4)c2)cn1	?
CCCCN(CC)CCCNC(=O)c1nn(-c2ccc(OC)cc2)c(=O)c2c1c1ccccc1n2C	8.5%
COc1ccc(CNC(=O)c2sc3nc4n(c(=O)c3c2C)CCCCC4)cc1	-18.3%
O=C(NC1CCc2n[nH]c(=O)n2CC1)c1n[nH]c2ccccc12 (stereo not given)	9.5%
CC(=O)NC[C@H]1O[C@H](Cc2cc(CN3CCN(c4ccccc4)CC3)on2)CC[C@@H]1O	20.1%[44.1 µM]

Part of the list above in order of formula weight, falling.
SMILES	Pf Dd2 inh
CCCCN(CC)CCCNC(=O)c1nn(-c2ccc(OC)cc2)c(=O)c2c1c1ccccc1n2C	8.5%
COc1ccc(C(=O)Nc2cccc(-c3nnc4n3CCCC4)c2)cn1	?
Cc1ccc(C)c(C(=O)N2CCC(Oc3nccnc3N(C)C)C2)c1 (stereo not given)	?
N#Cc1cccc(-c2cn3c(n2)N(C(=O)c2ccsc2)CCC3)c1	-17.0%

Returning to the listing with the two entries that preceded the break.
SMILES	Pf Dd2 inh
O=C(NC1CCc2n[nH]c(=O)n2CC1)c1n[nH]c2ccccc12 (stereo not given)	9.5%
CC(=O)NC[C@H]1O[C@H](Cc2cc(CN3CCN(c4ccccc4)CC3)on2)CC[C@@H]1O	20.1%[44.1 µM]
CCc1nnc2c(Nc3cc(OC)c(Cl)cc3OC)nc3ccccc3n12	9.6%
CCOc1cc(C#N)c(-n2nnc3c(sc4nc(C)cc(C)c43)c2=O)cc1OCC	-10.6%
CCn1ncc(CN2CCC(C3CCN(C)CC3)C2)c1C (stereo not given)	13.9%
COc1cccc(CNC(=O)c2cc(-c3ccc(Cl)cc3)n[nH]2)c1	-4.0%
N[C@H](Cc1ccccc1)C(=O)N1CCC2(CC1)Nc1ccccc1NC2=O	-20.1%
O=C1CN(C(=O)c2cccc(C(F)(F)F)c2)CC(OCc2cccnc2)CN1CC1CCOCC1 (stereo not given)	-10.0%
Cc1cccc(N2C(=O)CS(=O)(=O)C23C(=O)N(Cc2c(F)cccc2Cl)c2ccccc23)c1 (stereo not given)	?
CCOc1ccccc1NC(=O)N1CCC(Cc2noc(C3CCOCC3)n2)C1 (stereo not given)	7.94µM*
CCC(=O)N1CCc2cc(CNS(=O)(=O)c3cc(OC)ccc3OC)ccc21	?
CCOC(=O)c1cccc(NC(c2nnc(-c3ccccc3)o2)c2ccccc2F)c1 (stereo not given)	i
CCOc1ccc(Nc2c3c(nc4nncn24)CCC3)cc1	-6.8%
CC(C)[C@@H]1CN(C(=O)CCn2ccc(=O)[nH]c2=O)C[C@H]1NS(C)(=O)=O	?
Cc1ccc(C2=NN(CCC(=O)NCCc3cccc(C)c3)C(=O)CC2)cc1	-19.2%
CCOc1ccc2c(n1)CCN(C(=O)c1cc(OC)cc(OC)c1)C2	?
COCCOC1CCOC2(CCN(C(=O)COc3ccccc3)CC2)C1 (stereo not given)	11.2µM*
CC(C)c1ccc(CC(=O)N2CCCc3ncc(C(=O)Nc4ccc5[nH]ccc5c4)cc32)cc1	-12.4%
Cc1ccc(C)c(N2CCN(C(=O)C3CCN(c4nc(-c5ccc(C(C)C)cc5)no4)CC3)CC2)c1	?
CCCCOc1ccc(C(=O)NCCc2csc3nc(-c4ccccc4F)nn23)cc1	15.0%
O=C1CCN(C(=O)c2cccnc2)CCCC(c2nc(-c3ccccc3)no2)CCN1 (stereo not given)	i
Cc1ccc(NC(=O)CCS(=O)(=O)c2ccc3nc(C)sc3c2)cc1	-5.8%

An excerpt from the list above:
SMILES	Pf Dd2 inh
CCC(=O)N1CCc2cc(CNS(=O)(=O)c3cc(OC)ccc3OC)ccc21	?
CCOC(=O)c1cccc(NC(c2nnc(-c3ccccc3)o2)c2ccccc2F)c1 (stereo not given)	i
CCOc1ccc(Nc2c3c(nc4nncn24)CCC3)cc1	-6.8%
CC(C)[C@@H]1CN(C(=O)CCn2ccc(=O)[nH]c2=O)C[C@H]1NS(C)(=O)=O	?
Cc1ccc(C2=NN(CCC(=O)NCCc3cccc(C)c3)C(=O)CC2)cc1	-19.2%
CCOc1ccc2c(n1)CCN(C(=O)c1cc(OC)cc(OC)c1)C2	?

Later entries:
SMILES	Pf Dd2 inh
CC(C)C[C@@H](NC(=O)C1=C[C@@H](NC(=O)c2ccc(F)c(Cl)c2)[C@@H](O)[C@H](O)C1)C(N)=O	12.6%
CS(=O)(=O)Nc1ccc(C2(C(=O)NCc3cccs3)CCCCC2)cc1	i
COCc1cccc(-c2n[nH]c3c2CC(=O)N(Cc2ccccc2)C3)c1	i
Cc1ccc(-n2nc(C)c3c(C)c(CCC(=O)NC(C)c4ccccc4)c(C)nc32)cc1 (stereo not given)	?
CCOc1ccc(-c2cc(NC(=O)c3c(F)cccc3F)c(C(=O)OC)s2)cc1	11.4%
COc1cccc(CNC(=O)[C@@H]2C[C@@H](O)CN2C2CCN(C(=O)Cc3cccc(F)c3)CC2)c1	i
O=C(NCc1ccncc1)c1nc2c(o1)CCN(Cc1ccccc1F)CC2	i
O=C(NCc1nnc2cc(-c3nc(C4CC4)no3)ccn12)c1ccc2[nH]ccc2c1	?
COc1ccc(Cn2c(SCc3ccc(C(=O)NCc4cccs4)cc3)nc3cccnc32)cc1	?
CCn1ccnc1CN(C)Cc1cn(C)nc1-c1ccc(Oc2ccccc2)cc1	-3.6%
CS(=O)(=O)NCCC(=O)N1CCC2(CC1)[C@H](O)C[C@@H]2OCCO	-10.9%
Cc1csc2nc(COC(=O)c3ccccc3NC(=O)c3ccc(C(C)(C)C)cc3)cc(=O)n12	5.1%
CC(=O)N1CCC(NC[C@@H]2C=C(C)[C@H](Cc3nc4ccc(Cl)cc4[nH]3)C[C@H]2C(C)C)CC1	?
CCCNC(=O)[C@@H]1CCCN1[C@@H](C(=O)NC)c1ccccc1	2.2%[44.1 µM]
COc1cccc(COC2CN(CCc3ccccc3)C(=O)CN(C(=O)CN3CCOC3=O)C2)c1 (stereo not given)	-17.3%
COCCCNC(=O)C1COC2(CCCCC2)N1C(=O)c1c(OC)cccc1OC (stereo not given)	6.31µM*
Cc1ncccc1C(=O)N1CCCN(Cc2ccncc2)C(c2ccccc2)CC(=O)NCC1 (stereo not given)	11.2µM*
CCCN1CCN(CCCNC(=O)Cn2c(-c3cccs3)cc3cc(Cl)ccc32)CC1	8.91µM*
CC(C)(C)C1CCc2c(sc(NC(=O)c3ccccc3F)c2C(=O)N2CCCCC2)C1 (stereo not given)	?
CC(C)c1ccc(CNc2nc(-c3ccco3)nn2S(=O)(=O)c2ccc(F)cc2)cc1	?
COc1ccc(CCNC(=O)c2ccc(Cn3c(SCc4ccccc4)nc4cccnc43)cc2)cc1	?
CN[C@H](C(=O)N[C@H]1C[C@@](O)(C(=O)N[C@H](Cc2c[nH]c3ccccc23)C(N)=O)C[C@@H](O)[C@@H]1O)C(C)C	13.2%
Cc1ccc(CNC(=O)Cn2c(-c3ccc(F)cc3)nc(C)c(CCO)c2=O)cc1	-10.8%
Cn1ncc(N2CCCC(CC(=O)Nc3ccc(F)c(F)c3)C2)cc1=O (stereo not given)	-17.8%
O=C(c1ccncc1)N1CCC2(CC1)N=C(c1ccc(Cl)cc1)NO2	?
CCN(CC)C(=O)C1CCCN(C(=O)CCC2(Cc3cccc4ccccc34)CCC(=O)N2)C1 (stereo not given)	-13.7%
COc1cccc(C(=O)N2CCC3(CC2)NC(=O)N(c2cccc(F)c2)N3)c1	?
CCNC(=O)CCC[C@@H]1[C@H]2CCCN3CCC[C@@H](CN1C(C)=O)[C@@H]23	1.1%
CC(=O)N1CCCC1c1nc2ccccc2n1Cc1ccccc1 (stereo not given)	3.8%
O=C(Nc1ccc(Oc2cccnc2)cc1)C1CCN(CCCc2ccccc2)CC1	?
CC1(c2ccccc2)CCCN(c2cncc(C(=O)N3CCOCC3)n2)C1 (stereo not given)	11.2µM*
Cc1ccc(CNC(=O)N2CCCC(n3c(C)cnc3C3CCOCC3)C2)cc1 (stereo not given)	?
CCN1CCC2(CCC1=O)CN(Cc1nc3c(cnn3C)c(=O)[nH]1)CCN2C (stereo not given)	-8.0%
CC(C)C(=O)N1CC(n2cc(COc3ccc(F)cc3)nn2)C1	i
CC1CN(C(=O)N2CCC(C(=O)N3CCN(c4ccccc4)CC3)CC2)c2cc(Cl)ccc2O1 (stereo not given)	-10.6%
COc1ccc(CNC(=O)c2cnc3sc(N4CCOCC4)nn3c2=O)cc1	3.0%
Cc1ccc(C(=O)N2CCc3nc(C4CC4)nc(-c4ccc(Cl)cc4)c3CC2)cc1	-15.0%
COc1ccccc1CNC(=O)CCC1N=C2c3ccccc3N=C(SCC(N)=O)N2C1=O (stereo not given)	-17.2%
COc1ccc(C(=O)N[C@H]2CO[C@H]3[C@@H]2OC[C@@H]3Nc2nccc(-c3ccccc3OC)n2)cc1	-21.5%
Cc1ccc2c(n1)N(C)[C@H](CO)CCN(CCC(C)C)C2	?
Cc1cc(C)cc(NC(=O)CSc2nc3c(cnn3-c3ccc(F)cc3)c(=O)[nH]2)c1	130.1%[activator]
CCn1c(=O)c(C(=O)Nc2ccc(C(C)=O)cc2)nc2ccccc21	-4.6%
Cc1c(Cl)cccc1NC(=O)CSc1ncccc1C(=O)Oc1ccccc1Cl	-5.7%
C#CCN(C)Cc1nc(C2(O)CCN(C3CCC3)CC2)cs1	10µM*
COc1cccc(C(=O)N2CCC3(CC2)NCc2ccccc2-n2ccnc23)c1	i[5.79 µM]
Cc1ccccc1Cn1c(C(=O)O)c(CNCc2cccc(F)c2)c2ccccc21	22.3%
COc1cc(NC(=O)CCn2nc(C)cc2C)cc(OC)c1OC	?
CCc1ccc(C(=O)COC(=O)C(Cc2c[nH]c3ccccc23)NC(=O)c2ccc(CC)cc2)cc1 (stereo not given)	58.9%[activator]
O=C(c1cc(F)ccc1Br)N1CCC(n2c(=O)[nH]c3ccccc32)CC1	-9.4%
CC(C)NC(=O)C(C)[C@@H]1CC[C@@]2(C)CC[C@H](NC(=O)c3cncnc3)[C@@H](C)[C@@H]2[C@H]1O (stereo not given in full)	-0.3%[44.1 µM]
OCC1CCCCN1CCNC1CCN(c2ccc3c(c2)OCO3)CC1 (stereo not given)	-6.2%
O=C(Nc1ccc(F)cc1F)c1cc(CN2CCOCC2)on1	320.3%[activator][5.79 µM]
NC(=O)c1cc[nH]c1C1CCCN(S(=O)(=O)c2ccc3c(c2)OCCO3)C1 (stereo not given)	2.2%
Cc1cccc(C2c3cc(OCc4nc(C(=O)NC(C)C)co4)ccc3CCN2C(=O)C2CC2)c1 (stereo not given)	?
O=c1n(Cc2ccccc2)nc2n1CCN(S(=O)(=O)Cc1ccccc1)CC2	i
Cc1ccc(NC(=O)c2ccccc2Br)c(C(=O)c2ccccc2)c1	-28.4%
CCNC(=O)c1coc(COc2ccc3c(c2)C(c2ccc(F)cc2)N(C(=O)CC(C)C)CC3)n1 (stereo not given)	1.41µM*
COc1cccc2c1cc1c(=O)n(CC(=O)NCc3ccc(C)o3)nc(C)n12	-3.2%
CCCCNS(=O)(=O)c1ccc(C)c(-c2nnc3c4ccccc4c(C)nn23)c1	?
O=C(COc1ccc(F)cc1)N1CCC2(CCCCO2)CC1	i
Other compounds:
SMILES	Pf Dd2 inh
CSCC(=O)N[C@H]1CCN2C(=O)c3cc(-c4ccccc4)ccc3NC(=O)[C@H]12	1.1%[44.1 µM]
CCOC(=O)c1cnc2ccc(C)cc2c1Nc1ccc(N(CC)CC)cc1	4.47µM*
CCc1nc(-c2c3n(c(=O)n(Cc4ccc(F)cc4F)c2=O)CCCCC3)no1	-29.1%
CN(Cc1ccc(F)cc1)Cc1ccc(N(C)C)cc1	i
COc1ccc(NC(=O)CCCn2c(=O)c3cccn3c3ccccc32)c(OC)c1	?
COc1ccc(S(=O)(=O)N2CCC(c3noc(-c4cnccn4)n3)C2)cc1 (stereo not given)	i[5.79 µM]
CCOc1ccc(C2Cn3nnc(-c4nc(C(C)(C)C)no4)c3CO2)cc1 (stereo not given)	-5.3%
Cc1cnc(CC2CCN(C(=O)CC3CCCC3)CC2)n1Cc1ccc(F)cc1	3.16µM*
CCOC(=O)C1=CN(CC(=O)Nc2ccccc2F)S(=O)(=O)N=C1C	44.7%[activator]
